Growth percent in the NCI-60 one-dose screen (48 h, 10 µM unless noted): 100 = growth as untreated, 0 = no growth, -100 = all killed.
ACHN: ACHN renal cancer | hit rate 4.9% among 81,000
786-0: 786-0 renal cancer cells; hit rate 5.1% among 81,000; AID 1794775
CAKI-1: CAKI-1 renal cancer. hit rate 4.7% among 75,000
TK-10: TK-10 renal cancer cells. hit rate 3.9% among 81,000
A498: A498 renal cancer cells; hit rate 5.4% among 76,000; AID 1794774
UO-31: UO-31 renal cancer; hit rate 5.2% among 81,000
PC-3: PC-3 prostate cancer cells; AID 1794754; hit rate 3.9% among 80,000
RXF 393: RXF 393 renal cancer cells; hit rate 6.9% among 77,000; AID 1794773
SN12C: SN12C renal cancer cells | hit rate 3.8% among 81,000
Active calls of the source: *; · = not tested or not shown. The calls were made as follows: active = growth percent below 10; inactive = the rest.

Sample of the layout (6 entries):
1. OC1CCC2CN3CCc4c([nH]c5ccccc45)C3CC2C1 (configuration not stated)
2. Fc1ccc2[nH]cc(-c3nc(-c4c[nH]c5c(Cl)nccc45)cs3)c2c1
3. Nc1nc(=O)n([C@H]2C[C@H](O)[C@@H](CO)O2)cc1C=O
4. COc1ccc(-c2cc(-c3ccc(Cl)cc3)c(C#N)c(=O)n2CCCCCC(=O)Nc2ccccc2N)cc1
5. COCOc1ccc2c(=O)c(C)c(C(=O)N[C@@H](Cc3ccccc3)C(O)C(=O)NCc3ccccc3)oc2c1 (some centres not stated)
6. CC(=O)c1sc(-c2ccc(F)cc2)cc1N
Compound | 1 | 2 | 3 | 4 | 5 | 6
PC-3 | 94 | 31 | 45 | 40 | 98 | 88
TK-10 | 112 | 34 | 108 | 78 | 103 | 99
UO-31 | 76 | 22 | 101 | 43 | 89 | 77
CAKI-1 | 92 | 49 | 82 | 7.7* | 94 | 98
A498 | 100 | 14 | 121 | 39 | 106 | 60
RXF 393 | 103 | 16 | 103 | 30 | 104 | 98
SN12C | 83 | 66 | -20* | 42 | 98 | 92
786-0 | 101 | -19* | 102 | 42 | 92 | 95
ACHN | 98 | 18 | 107 | 34 | 99 | 103

Main list, from the start:
1. OC1CCC2CN3CCc4c([nH]c5ccccc45)C3CC2C1 (configuration not stated)
2. Fc1ccc2[nH]cc(-c3nc(-c4c[nH]c5c(Cl)nccc45)cs3)c2c1
3. Nc1nc(=O)n([C@H]2C[C@H](O)[C@@H](CO)O2)cc1C=O
4. COc1ccc(-c2cc(-c3ccc(Cl)cc3)c(C#N)c(=O)n2CCCCCC(=O)Nc2ccccc2N)cc1
5. COCOc1ccc2c(=O)c(C)c(C(=O)N[C@@H](Cc3ccccc3)C(O)C(=O)NCc3ccccc3)oc2c1 (some centres not stated)
6. CC(=O)c1sc(-c2ccc(F)cc2)cc1N
7. COC(=O)[C@]12CC[C@@H](C)[C@H](C)[C@@H]1C1=CC[C@@H]3[C@@]4(C)C=C(O)C(=O)[C@@]5(C)COC(=C54)C[C@@]3(C)[C@]1(C)CC2
8. C=C(C)[C@@H]1CC[C@]2(C(=O)NC3CCCCC3)CC[C@]3(C)[C@H](CC[C@@H]4[C@@]5(C)CCCNC(C)(C)[C@@H]5CC[C@]43C)[C@@H]12
Compound | 1 | 2 | 3 | 4 | 5 | 6 | 7 | 8
PC-3 | 94 | 31 | 45 | 40 | 98 | 88 | -71* | 50
TK-10 | 112 | 34 | 108 | 78 | 103 | 99 | -62* | 87
UO-31 | 76 | 22 | 101 | 43 | 89 | 77 | -50* | 62
CAKI-1 | 92 | 49 | 82 | 7.7* | 94 | 98 | -46* | 26
A498 | 100 | 14 | 121 | 39 | 106 | 60 | -78* | 69
RXF 393 | 103 | 16 | 103 | 30 | 104 | 98 | -82* | 57
SN12C | 83 | 66 | -20* | 42 | 98 | 92 | -30* | 62
786-0 | 101 | -19* | 102 | 42 | 92 | 95 | -90* | 63
ACHN | 98 | 18 | 107 | 34 | 99 | 103 | -72* | 51

9. COc1ccc(-c2cc(-c3cc(OC)ccc3OC)nc(SCC(=O)c3ccc(Cl)cc3)c2C#N)cc1
10. O=C1CCC(Nc2ccc(O)cc2)N1 (configuration not stated)
11. O=C1N(Cl)C2(c3ccccc3)N(Cl)C(=O)N(Cl)C2(c2ccccc2)N1Cl (configuration not stated)
12. COc1cnc(NC(=O)c2ccc(Cl)cc2)s1
13. CC(C)(C)OC(=O)N1CCC[C@]2(C)[C@H]3C=CC4=C5C[C@](C)(CO)CC[C@]5(C)CC[C@@]4(C)[C@]3(C)CC[C@H]2C1(C)C
14. COc1cccc(NC(=S)NCc2cccnc2)c1
15. N#CC(CC(=O)OCc1ccccc1)NC(=O)OCc1ccccc1 (configuration not stated)
16. Nc1cc(=O)n(C(=O)CSc2ncnc3c2c(-c2ccccc2)cn3-c2ccc(Cl)cc2)[nH]1
Compound | 9 | 10 | 11 | 12 | 13 | 14 | 15 | 16
PC-3 | 88 | 101 | 97 | 88 | 100 | 103 | 97 | 88
TK-10 | 107 | 116 | 100 | 99 | 124 | 105 | 100 | 126
UO-31 | 84 | 97 | 91 | 57 | 97 | 84 | 98 | 68
CAKI-1 | 96 | 92 | 97 | 87 | 102 | 99 | 98 | 69
A498 | 109 | · | 123 | 122 | 115 | 106 | 91 | 96
RXF 393 | 91 | 116 | 108 | 85 | · | · | 94 | 112
SN12C | 93 | 107 | 99 | 101 | 102 | 109 | 100 | 90
786-0 | 110 | 102 | 92 | 94 | 105 | 104 | 116 | 97
ACHN | 85 | 99 | 102 | 108 | 108 | 107 | 94 | 94

17. CC(=O)O[C@H]1[C@H](CC#CC#CC[C@@H]2C[C@]3(C)[C@H]4CC=C5[C@H]6[C@@H](C)[C@H](C)CC[C@]6(C(=O)NCCCCN)CC[C@@]5(C)[C@]4(C)CC[C@H]3C(C)(C)[C@H]2OC(C)=O)C[C@]2(C)[C@H]3CC=C4[C@H]5[C@@H](C)[C@H](C)CC[C@]5(C(=O)NCCCCN)CC[C@@]4(C)[C@]3(C)CC[C@H]2C1(C)C
18. CCn1cc(C(=O)NN2C(=O)c3ccccc3C2=O)c(=O)c2ccc(C)nc21
19. Cc1cc(=O)n2c(C(=O)N/N=C/c3ccncc3)nn(-c3ccc(S(N)(=O)=O)cc3)c2n1
20. CCN(CC)c1ccccc1-c1ccccc1
21. O=[N+]([O-])c1ccc(Oc2ccccc2C2CCCCC2)c([N+](=O)[O-])c1
22. CC(C)CC(=O)c1c2c(c3oc(=O)cc(-c4ccccc4)c3c1O)C=CC(C)(C)O2
23. O=C1Nc2c(ccc(Cl)c2Cl)/C1=C/c1ccc([N+](=O)[O-])cc1
24. Cc1ccc(/C=N/NC(=O)CSc2nc3ccccc3c(=O)n2Cc2ccc(S(N)(=O)=O)cc2)cc1
Compound | 17 | 18 | 19 | 20 | 21 | 22 | 23 | 24
PC-3 | 89 | 93 | 102 | 11 | 82 | 89 | 95 | 89
TK-10 | 121 | 102 | 97 | 103 | 95 | 115 | 103 | 106
UO-31 | 77 | 87 | 90 | 97 | 80 | 89 | 80 | 81
CAKI-1 | 79 | 99 | 95 | 104 | 104 | 88 | 60 | 64
A498 | 122 | 84 | 92 | 86 | 82 | 92 | 99 | ·
RXF 393 | 110 | 104 | 109 | 103 | 85 | 103 | · | 87
SN12C | 97 | 86 | 106 | 102 | 101 | 97 | 126 | 97
786-0 | 109 | 103 | 97 | 109 | 100 | 98 | 60 | 99
ACHN | 109 | 98 | 105 | 108 | 96 | 97 | 88 | 100

25. Cc1ccc2nc(NC(=O)CSc3nc(-c4ccccc4)c(C#N)c4nc5ccccc5c(=O)n34)sc2c1
26. Cc1cc(C(=O)Nc2cccc(-n3cc(-c4ccncc4)c(-c4ccc(Cl)c(O)c4)n3)c2)ccc1Br
27. c1c(-c2cc(C3CC3)[nH]n2)n[nH]c1C1CC1
28. COc1ccccc1C(C[N+](=O)[O-])c1c(C)[nH]c2ccccc12 (configuration not stated)
29. COC(=O)c1nc(-c2ccccc2)oc1S(=O)(=O)N1CCN(c2ccc(OC)cc2)CC1
30. CC1=CC(C)(C)NC(=S)N1c1ccc([N+](=O)[O-])cc1
31. CC1=C[C@H]2C[C@H](C)[C@H]3CC[C@H](C)C4=C3[C@@](O)(OC4=O)[C@@]2(C)C1
32. Oc1cccc(N2CCN(c3cccc(O)c3)CC2)c1
Compound | 25 | 26 | 27 | 28 | 29 | 30 | 31 | 32
PC-3 | 91 | 87 | 98 | 99 | 64 | 86 | · | 95
TK-10 | 114 | 113 | 106 | 109 | 68 | 106 | 109 | 121
UO-31 | 84 | 75 | · | 80 | 66 | 73 | 70 | 96
CAKI-1 | 96 | 94 | 98 | 79 | 79 | 86 | 90 | 117
A498 | 119 | 102 | 98 | · | 121 | 92 | 88 | 107
RXF 393 | 112 | 91 | 108 | 102 | 85 | 106 | 101 | 105
SN12C | 98 | 101 | 102 | 94 | 85 | 104 | 102 | 107
786-0 | 111 | 106 | 94 | 99 | 61 | 112 | 114 | 95
ACHN | 108 | 92 | 99 | 90 | 66 | 100 | 91 | 112

33. CCCS(=O)(=O)Nc1cc(-c2cc(-c3ccc(N4CCNCC4)cc3)cnc2N)cc(F)c1OC
34. CCNC(=O)C(=O)[C@H](Cc1ccccc1)NC(=O)c1[nH]c2ccccc2c(=O)c1C
35. Cc1ccc(Nc2ncnc3c2sc2ncccc23)cc1
36. CCCCCCCCCC(C)(O)C#CC(C)(O)CCCCCCCCC (configuration not stated)
37. N#Cc1c(NC(=O)c2cccc(C(F)(F)F)c2)sc2c1CCC(=O)C2
38. C=CCSc1nnc(-c2ccc(-c3ccc(Cl)cc3)nc2C)o1
39. CCNC(=O)Oc1ccc(/C(=C(\C)c2ccccc2)c2ccc(OCCN3CCCCC3)cc2)cc1
40. COc1ccc2cc(C(C)C(=O)Nc3ccc(-c4nnc(C5CCCCC5)s4)cc3)ccc2c1 (configuration not stated)
Compound | 33 | 34 | 35 | 36 | 37 | 38 | 39 | 40
PC-3 | 80 | 84 | 103 | 99 | -42* | 89 | 50 | 93
TK-10 | 108 | 106 | 123 | 109 | -5.2* | 107 | 83 | 128
UO-31 | 70 | 95 | 91 | 90 | -100* | 87 | 41 | 85
CAKI-1 | 106 | 93 | 104 | 100 | -85* | 88 | 38 | 103
A498 | 69 | 91 | 67 | 87 | 95 | 77 | · | 113
RXF 393 | 90 | 100 | 88 | 101 | -23* | 108 | 59 | 129
SN12C | 95 | 95 | 98 | 101 | 4.5* | 91 | 65 | 100
786-0 | 66 | 99 | 101 | 100 | 13 | 96 | 16 | 117
ACHN | 97 | 101 | 99 | 110 | -94* | 102 | 84 | 96

41. BrC1=C(Br)C(Br)(Br)C(Br)=C1Br
42. Cn1c(S(C)(=O)=O)nc(-c2ccccc2)c(C#N)c1=O
43. COC(=O)c1c(I)cccc1[N+](=O)[O-]
44. COc1ccc(-c2nc(S(=O)(=O)c3ccccc3)c(S(C)(=O)=O)o2)cc1
45. O=C1c2ccccc2-c2nnc(-c3ccc(Br)cc3)cc21
46. C=C1SC(=Nc2ccccc2Cl)N(C(=O)c2sc3ccccc3c2Cl)C12CCCCC2
47. CN1CSC(=S)N(c2ccc(Cl)cc2)C1
48. Cc1cc2[nH]c(=S)[nH]c2cc1C
Compound | 41 | 42 | 43 | 44 | 45 | 46 | 47 | 48
PC-3 | 85 | 106 | 95 | 78 | 51 | 41 | 69 | 100
TK-10 | 98 | 113 | 114 | -99* | 119 | 120 | 96 | 109
UO-31 | 79 | 82 | 107 | -100* | 47 | 90 | 78 | 77
CAKI-1 | 87 | 83 | 102 | -94* | 60 | 150 | 54 | 99
A498 | 109 | 126 | 106 | 113 | 97 | 79 | 82 | 94
RXF 393 | 75 | 109 | 127 | -91* | 34 | 81 | 117 | 110
SN12C | 86 | 130 | 109 | -64* | 28 | 63 | 82 | 109
786-0 | 82 | 117 | 103 | -17* | 82 | 83 | 92 | 96
ACHN | 89 | 105 | 113 | -100* | 35 | 64 | 55 | 111

49. CCOC(=O)C(C)SC1=C(C)C(=O)C(OC)=C(OC)C1=O (configuration not stated)
50. O=C1C2[C@@H]([C@H]3CO[C@@H]1O3)[C@H]2C(=O)c1cccs1 (some centres not stated)
51. COc1ccc(/C=C2/SC(=O)NC2=O)cc1OC
52. CC(C(=O)O)N1C2=NC(=O)C(C#N)C(c3ccc(Cl)cc3)N2NC1(C)c1ccccc1O (configuration not stated)
53. Cc1ccc(S(=O)(=O)Nc2c(Br)cc(Br)cc2C(=O)O)cc1
54. N#Cc1c(-c2ccc(Cl)cc2)nc(NN2C(=O)CCC2=O)nc1N1CCOCC1
55. CCNC(=S)Nc1ccc(-n2c(=O)c3ccccc3c3ccccc3c2=O)cc1
56. CC(C)CC(NCc1ccccc1)C(=O)O (configuration not stated)
Compound | 49 | 50 | 51 | 52 | 53 | 54 | 55 | 56
PC-3 | 97 | 93 | 97 | 41 | 93 | 106 | 102 | 94
TK-10 | 109 | 77 | 99 | 82 | · | 108 | 103 | 122
UO-31 | 90 | 81 | 62 | 37 | 83 | 88 | · | 77
CAKI-1 | 97 | 94 | 83 | · | · | 91 | 96 | 109
A498 | 84 | 95 | · | 43 | 110 | 101 | 98 | 113
RXF 393 | · | 102 | 103 | 48 | 95 | 114 | 123 | 99
SN12C | 97 | 105 | 93 | 51 | 102 | 104 | 104 | 94
786-0 | 94 | 103 | 84 | 53 | 114 | 99 | 110 | 113
ACHN | 103 | 105 | 100 | 45 | 95 | 108 | 119 | 101
